Anthrax LF prot = blocks Bacillus anthracis lethal factor protease | P15917 | multiplex microsphere protease cleavage assay, LF | inhibition, % at 10 µM | 0.12% of 360,000 active | AID 588501; also: plate controls were buffer without enzyme for full effect and enzyme alone for no effect
CCHFV vOTU inh = CCHFV vOTU protease inhibition; Pep-AMC fluorescence; inhibition, % at 11.5 µM; 0.55% of 370,000 active; in the data active = inhibition above about 30%; also: 0% = vehicle wells with enzyme and 100% = no enzyme wells
SSB-PriA inh = inhibitors of Klebsiella pneumoniae PriA binding to SSB C-terminal tail; AlphaScreen SSBct-PriA binding, biotinylated peptide; inhibition, % at 33 µM; 0.6% of 430,000 active; in the data active = inhibition mostly above about 37%, no sharp cut-off; inactive = mostly below about 20%;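 also: plate controls were negative control peptide for no effect and reference peptide for full effect; strong numbers were not always called active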
PrPC TRFRET = inhibitors of human cell surface prion protein PrPC. TR-FRET read-out. 0.43% of 370,000 active. inhibition, % at 13.8 µM; in the data active = inhibition above about 24%; also: 0% = median of the test wells and 100% = reference compound wells
BoNT-F LC inh = inhibitors of Botulinum neurotoxin F light chain protease; inhibition, % at 10 µM; Multiplex microsphere protease cleavage assay, flow cytometry; AID 588497; 0.22% of 360,000 active; in the data active = inhibition above about 35%, passing the limit was not always enough; inconclusive = no clear call, values can overlap the other calls; also: plate controls were buffer without enzyme for full effect and enzyme alone for no effect
SARS 3CLpro inh = SARS-CoV 3CLpro protease inhibition; recombinant SARS-CoV 3CLpro, quenched FRET peptide cleavage; inhibition, % at 6 µM; 0.14% of 290,000 active; AID 1706; in the data active = inhibition above about 12%
DUSP3 inh = blocks human VHR1 dual specificity phosphatase. recombinant VHR phosphatase, pNPP absorbance. inhibition, % at 13.3 µM. 0.52% of 290,000 active. P51452; in the data active = inhibition above about 50%; also: some compounds called inactive have numbers as strong as hits
Target sequence (P51452 whole entry, looked up): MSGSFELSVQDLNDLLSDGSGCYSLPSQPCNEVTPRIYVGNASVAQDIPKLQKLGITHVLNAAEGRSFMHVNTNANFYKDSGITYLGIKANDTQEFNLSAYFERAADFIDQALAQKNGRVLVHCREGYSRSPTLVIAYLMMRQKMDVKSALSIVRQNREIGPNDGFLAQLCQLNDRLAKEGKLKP
MazEF act = activators of E. coli MazEF toxin-antitoxin RNase; P0AE70; FAM/BHQ RNA-DNA oligo cleavage fluorescence, 5 h; activation, % at 20 µM; 0.32% of 350,000 active; in the data active = activation above about 50%
Target sequence (P0AE70 whole entry, looked up): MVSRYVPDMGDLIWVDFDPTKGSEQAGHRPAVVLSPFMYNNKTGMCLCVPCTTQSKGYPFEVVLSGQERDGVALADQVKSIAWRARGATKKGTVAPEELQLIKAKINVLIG
Rv3671c protease = inhibitors of M. tuberculosis serine protease Rv3671c; P9WHR9; inhibition, % at 5.96 µM; 0.048% of 320,000 active; in the data active = inhibition above about 38%;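 also: extracellular domain of Rv3671c used as enzyme; 0% = enzyme with DMSO and 100% = no enzyme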
Target sequence (P9WHR9 whole entry, looked up, the tested form may be a part): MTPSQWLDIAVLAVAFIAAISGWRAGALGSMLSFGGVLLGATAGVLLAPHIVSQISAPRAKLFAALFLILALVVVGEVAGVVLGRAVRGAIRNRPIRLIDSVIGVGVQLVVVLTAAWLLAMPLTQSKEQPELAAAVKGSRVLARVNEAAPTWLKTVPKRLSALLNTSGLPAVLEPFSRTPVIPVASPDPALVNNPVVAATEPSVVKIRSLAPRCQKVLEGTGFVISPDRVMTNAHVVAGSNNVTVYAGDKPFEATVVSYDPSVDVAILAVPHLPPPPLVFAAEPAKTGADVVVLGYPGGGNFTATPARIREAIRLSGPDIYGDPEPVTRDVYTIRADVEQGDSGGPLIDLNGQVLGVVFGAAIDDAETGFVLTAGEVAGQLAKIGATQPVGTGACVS
BoNT-A LC inh2 = inhibitors of Botulinum neurotoxin A light chain protease | multiplex microsphere protease substrate cleavage, flow cytometry | inhibition, % at 10 µM | 0.17% of 360,000 active | AID 588499; also: plate controls were buffer without enzyme for full effect and enzyme alone for no effect
An asterisk follows results filed as active; ? = inconclusive; . = no result given; & = joins results of further samples. Rule as the data show it, unless noted: active = inhibition above about 30%; inconclusive = no clear call, values can overlap the other calls; inactive = below that. Some of the compounds tested, so the mix of outcomes need not match the whole.

SMILES	Anthrax LF prot	CCHFV vOTU inh	SSB-PriA inh	PrPC TRFRET	BoNT-F LC inh	SARS 3CLpro inh	DUSP3 inh	MazEF act	Rv3671c protease	BoNT-A LC inh2
Clc1cccc2sc(N3CCN(c4ccccc4)CC3)nc12	0	-3	-9	4	-5	0	23	3	4	-0.9
NC(=O)c1ccc(N2CCCCC2)c(N2C(=O)C3CC=CCC3C2=O)c1 (configuration not stated)	8	-5	-4	3	9	2	11	-4	-2	1.2
CCN(C(=O)COC(=O)c1ccc2c(c1)OCO2)c1c(N)n(Cc2ccccc2)c(=O)[nH]c1=O	4	-1	-10	-6	-5	.	.	-4	.	-5.1
NC(=O)C1CCN(C(=O)CN(c2cccc(C(F)(F)F)c2)S(=O)(=O)c2ccccc2)CC1	-12	-3	-20	2	4	0	22	0	-5	-1.0
O=C(NCC1OCCc2ccccc21)c1ccc(NC(=O)c2cccc(Br)c2)cc1 (configuration not stated)	-6	8	2	8	-5	5	27	7	-17	-0.8
CC(C(=O)NC1CCCC1)N1C(=O)c2cccc3cccc1c23 (configuration not stated)	0	-7	-24	-5	-11	-7	37	-11	-1	-3.4
CN1C(=O)c2ccc(NC(=O)c3ccc(N4CCCCC4)c([N+](=O)[O-])c3)cc2C1=O	-2	-13	-2	5	0	4	6	-6	-2	-0.5
Cn1c(=O)c(=O)n(C)c2cc([N+](=O)[O-])c(N3CCOCC3)cc21	3	9	-1	-19	20	2	6	5	2	2.1
CCOc1ccccc1OCC(=O)NCCc1ccc(S(N)(=O)=O)cc1	-3	14	7	0	-3	3	19	-14	-4	-0.1
CN(C)c1ccc(/C=C/C(=O)c2cccc(Br)c2)cc1	35*	10	-50	0	84*	-4	4	-633	-8	40*
COc1cc(C)ccc1OCc1cc(C(=O)N2CCN(C3CCCCC3)CC2)no1	-3	11	27	-4	-6	-2	-10	-5	-4	-2.3
CCn1cc(C(=O)O)c(=O)c2cnc(N3CCN(C(=S)NC(=O)c4ccccc4)CC3)nc21	4	11	-6	5	0	3	-11	14	-6	0.7
CN1CCCN(S(=O)(=O)c2ccc(O)c(C(=O)O)c2)CC1	5	-6	-10	-1	-4	0	-7	3	-1	-0.2
CCOC(=O)C1=C(C)NC(C)=C(C(=O)OCC)C1c1ccccn1	-6&0	-9&-6	-20	6&-6	1&-3	-6	21	12&-1	6	-0.4&0.6
COc1ccc(/C=N/N=C(/N)N[N+](=O)[O-])c(OC)c1	-1	19	.	-1	-2	0	20	6	-4	0.1
N/C(=N\OC(=O)COc1ccc(Cl)cc1Br)c1ccncc1	-3	-8	.	6	-5	2	-3	-4	.	-0.1
Cc1ccc(-c2cc(C(=O)NCCc3ccc(S(N)(=O)=O)cc3)c3ccccc3n2)cc1	-1	-22	4	-19	-4	-2	8	-1	-64	0.4
O=C(NC12CC3CC(CC(C3)C1)C2)c1ccc(S(=O)(=O)N2CCOCC2)cc1	-1	18	-12	2	1	-1	8	5	5	0.1
C[C@H]1[C@@H](OS(=O)(=O)O)C[C@@H]2C[C@H]([C@@H](O)c3cc(=O)[nH]c(=O)[nH]3)NC3=NC[C@H]1N32	-4	.	6	.	-4	.	.	4	.	-0.7
CCOC(=O)COn1c(=O)c(=O)n(O)c2ccccc21	-3	5	5	-3	-3	3	16	-1	-1	-0.1
COc1ccc(CCN(/C=C2\Sc3ccccc3C2=O)C(C)=O)cc1OC	.	13	1	7	.	2	22	5	-3	.
C=CCSc1nc(C)c(CCC(C)C)c(=O)[nH]1	-8	13	-6	4	-6	-7	8	-6	6	0.1
CCOc1ccc(/C=N/N2C(C)CCCC2C)cc1OC (configuration not stated)	8	7	.	-9	-10	-8	47	-2	-10	-1.1
O=C1c2ccccc2-c2onc3ccc(Oc4ccccc4)c1c23	12	10	34	-28	1	0	9	3	-62	19
CC(C)CCn1c(=O)[nH]c2ccccc21	-1	-1	-8	-2	-3	-2	12	-13	10	-0.6
O=C(COc1ccc2ccccc2c1)Nc1ccc2c3c(cccc13)CC2	0	-3	1	1	3	6	20	0	-7	-0.7
COc1ccccc1NS(=O)(=O)c1cccc(C(=O)OCc2nc3ccccc3s2)c1	2	9	3	12	9	3	-10	-9	-9	2.4
OC(CNCc1ccccc1)(c1ccccc1)c1ccccc1	-17	10	-3	4	?	2	-3	3	5	-3.9
O=C1CSC(c2ccc([N+](=O)[O-])cc2)N1Cc1ccccc1 (configuration not stated)	4	-3	2	-13	?	-2	35	-9	.	?
Cc1cc(C(=O)CSc2nc(N)cc(=O)[nH]2)c(C)n1Cc1ccco1	1	-9	2	17	1	2	4	1	2	-0.5
CC(C)(C)C(=O)N1CCN(c2ncccc2C(F)(F)F)CC1	-11	-6	-9	0	?	-2	4	-3	3	?
Cc1[nH]c2ccccc2c1C(=O)CN1CCSCC1	6	4	-11	-7	-1	2	15	0	7	0.2
COc1ccccc1NC(=O)CCCNC(=O)Cn1cnc2sc(C)c(C)c2c1=O	0	-7	0	1	-1	-1	26	4	-4	0.5
O=C(COc1ccccc1F)NC12CC3CC(CC(C3)C1)C2	-1	-8	-29	4	-1	2	9	-6	-13	-1.1
Nc1cc(N)nc(SCC(=O)NNC(=O)Cc2ccccc2)n1	-4	-16	-7	-1	2	3	14	15	10	-1.7
COc1ccc(-c2cc3nc(C)cc(N)n3n2)cc1	-5	1	-2	-1	13	-7	15	6	4	-0.7

Quoted at random: two entries already listed
SMILES	Anthrax LF prot	CCHFV vOTU inh	SSB-PriA inh	PrPC TRFRET	BoNT-F LC inh	SARS 3CLpro inh	DUSP3 inh	MazEF act	Rv3671c protease	BoNT-A LC inh2
NC(=O)C1CCN(C(=O)CN(c2cccc(C(F)(F)F)c2)S(=O)(=O)c2ccccc2)CC1	-12	-3	-20	2	4	0	22	0	-5	-1.0
COc1cc(C)ccc1OCc1cc(C(=O)N2CCN(C3CCCCC3)CC2)no1	-3	11	27	-4	-6	-2	-10	-5	-4	-2.3

Further entries:
SMILES	Anthrax LF prot	CCHFV vOTU inh	SSB-PriA inh	PrPC TRFRET	BoNT-F LC inh	SARS 3CLpro inh	DUSP3 inh	MazEF act	Rv3671c protease	BoNT-A LC inh2
COc1ccccc1NC(=O)CCn1cccc1	0	-2	0	0	-18	-2	31	-3	-1	-0.2
COCCNS(=O)(=O)c1cc(OC)c(Cl)cc1Cl	.	5	.	-4	.	-2	1	.	.	.
NC(=O)c1cccc(NC(=O)Nc2ccc(Cl)cc2)c1	-5	-7	4	-4	-5	6	34	15	-4	0.1
Cc1cc(C)cc(NC2=NC3(CCCCC3)N=C(N)N2)c1	3	4	2	4	-6	-2	-1	9	4	2.4
CCN(CC(=O)Nc1cccc(C(C)=O)c1)S(=O)(=O)c1ccc(C)cc1	1	-10	0	-6	3	-1	22	-7	-3	-0.7
COc1ccccc1N1CCN(/N=C\C(Br)=C\c2ccccc2)CC1	-4	-10	.	-4	-6	0	11	6	5	0.2
COc1ccc(NC(=O)CC#N)cc1OC	-11	8	-15	0	-34	4	3	4	0	-2.5
CC1(c2ccc(Cl)cc2Cl)NC(=O)N(CC(=O)NCCC2=CCCCC2)C1=O (configuration not stated)	0	15	.	5	-1	.	.	-2	.	-0.1
NNC(=O)C1c2ccccc2Oc2ccccc21	12	-3	-7	4	-22	3	16	0	-4	-9.5
Cc1cc(C)nc(Nc2cc([N+](=O)[O-])ccc2C)n1	-8	10	7	1	-4	-2	26	13	2	-0.1
Cc1ccc(NC(=S)N2CCC(NC(=O)c3ccc(F)cc3)CC2)cc1C	-1	10	-2	2	2	-5	10	2	8	-0.1
COC(=O)c1ccccc1S(=O)(=O)Nc1ccc(OC)nc1	4	6	-12	-2	10	2	4	3	8	-1.0
Cc1ccc(NC(=O)C(=O)NCCCN2CCCC2=O)cc1	?	11	-2	-1	?	.	.	-9	-3	?
O=C(Cn1cnc2ccccc2c1=O)NCCC(=O)Nc1ccc(F)cc1	2	56*	-4	3	-2	1	6	5	6	-1.8
CCC(C)(C)NC(=O)C(c1ccc(OC)cc1)N(C(=O)CCC(=O)Nc1cc(C)on1)c1ccc(OC)cc1OC (configuration not stated)	-1	9	-6	0	2	4	14	4	8	1.1
CC(=O)Nc1ccc2nc(NC(=O)CS(=O)(=O)c3ccc(F)cc3)sc2c1	-4	10	.	-7	2	.	.	1	.	-0.3
Cc1ccc(S(=O)(=O)N2CCC(C(=O)N3CCN(Cc4ccccc4)CC3)CC2)cc1	-3	15	-2	2	2	5	12	7	9	-0.3
CN1CCN(C(=O)C2=C[C@@H](c3csc4ccccc34)C[C@@H](OCCCCO)O2)CC1	3	1	-12	-1	0	-1	-2	5	2	0.4
COc1cc(/C=C(\NC(=O)c2cc(OC)c(OC)c(OC)c2)C(=O)NC(C(=O)O)c2ccccc2)cc(OC)c1OC (configuration not stated)	-6	0	-11	0	1	1	-17	4	-6	-0.5
CC(=O)c1ccc(Oc2cc(C)nc(N3CCOCC3)n2)cc1	0	16	-11	8	3	0	-7	1	-7	0.3
O=C(Nc1cccnc1)c1c(F)c(F)c(F)c(F)c1F	-1	-13	2	1	-5	-2	38	-4	3	0.3
O=C(Nc1cc(F)ccc1F)C1CCCN1S(=O)(=O)c1cccc2nsnc12 (configuration not stated)	0	4	-13	-34	-2	-4	-6	0	4	-1.9
COc1cc(C2C(C#N)=C(N)Oc3cc(N(C)C)ccc32)cc2c1OCO2 (configuration not stated)	-1	2	21	5	-3	2	17	64*	9	1.3
O=C1/C(=C/c2ccc(Cl)cc2)SC(=S)N1CCC(=O)N1CCCCC1CCO (configuration not stated)	0	17	6	-4	5	1	-2	-4	-18	6.7
CN(C)/C=C/C(=O)c1ccc(Cl)cc1	?	0	-8	-6	-7	2	16	-2	-13	?
Cc1ccc(S(=O)(=O)c2cc3ccccc3oc2=Nc2ccc3c(c2)OCO3)cc1	-4	-23	-12	-9	5	2	14	-1	7	-0.7
COc1ccccc1CN1C[C@@H]2C[C@@H](c3ccc4nsnc4c3)N3CCC[C@@]23C1=O	2	-2	5	-17	4	-1	28	1	-6	2.4
COc1ccc(CN(Cc2ccccn2)S(=O)(=O)c2ccc(-n3cnnn3)cc2)cc1	-4	.	-11	.	1	5	8	12	6	-0.6
CC1CCN(C(=S)c2cn(Cc3ccccc3F)c3ccccc23)CC1	0	2	29	4	-21	6	3	-1	0	-1.0
CCc1ccc(CN2CCC(CO)(CC3CCCCO3)CC2)o1 (configuration not stated)	4	24	-3	-8	-5	0	25	-1	4	-0.3
CC1(C)C(=O)OC(C(=O)c2ccccc2)C2(CCCCC2)C1=O (configuration not stated)	1	3	-29	5	2	4	-4	4	11	0.6
O=C(CCn1c2c(c3ccccc31)CCCC2)NNC(=O)c1ccc([N+](=O)[O-])cc1	0	19	12	-5	-2	4	16	5	5	-0.7
Cc1ccc([N+](=O)[O-])cc1NC(=S)NC(=O)c1c(Cl)cnn1C	2	0	-4	-2	-3	5	17	-5	.	0.5
C/C=C1\COC(C(=O)NCc2ccccc2)(C(F)(F)F)C=C1C=C1CCCCC1 (configuration not stated)	-2	15	-9	9	-11	.	.	-9	-2	-0.3
COc1ccc(N2CCN(C(=O)CN3C(=O)NC(C)(C4CC4)C3=O)CC2)cc1 (configuration not stated)	-9	4	-5	-3	10	.	.	6	-7	0.6

Complete entries from above. Screens in order: Anthrax LF prot | CCHFV vOTU inh | SSB-PriA inh | PrPC TRFRET | BoNT-F LC inh | SARS 3CLpro inh | DUSP3 inh | MazEF act | Rv3671c protease | BoNT-A LC inh2
Shown for CN1C(=O)c2ccc(NC(=O)c3ccc(N4CCCCC4)c([N+](=O)[O-])c3)cc2C1=O = -2 | -13 | -2 | 5 | 0 | 4 | 6 | -6 | -2 | -0.5
Shown for Cc1cc(C(=O)CSc2nc(N)cc(=O)[nH]2)c(C)n1Cc1ccco1 = 1 | -9 | 2 | 17 | 1 | 2 | 4 | 1 | 2 | -0.5
Shown for N/C(=N\OC(=O)COc1ccc(Cl)cc1Br)c1ccncc1 = -3 | -8 | . | 6 | -5 | 2 | -3 | -4 | . | -0.1
Shown for Nc1cc(N)nc(SCC(=O)NNC(=O)Cc2ccccc2)n1 = -4 | -16 | -7 | -1 | 2 | 3 | 14 | 15 | 10 | -1.7
Shown for CC(C)(C)C(=O)N1CCN(c2ncccc2C(F)(F)F)CC1 = -11 | -6 | -9 | 0 | ? | -2 | 4 | -3 | 3 | ?

Assay outcomes: PubChem, several laboratories
